# From PubChem BioAssay
# TDP1 inh: inhibitors of human tyrosyl-DNA phosphodiesterase TDP1; recombinant TDP1, AlphaScreen DNA substrate cleavage; Potency, µM (series often up to 130 µM), without a hit: top-dose activity change, negative = inhibition, most hits filed as inhibitors; 350,000 tested, 0.28% active; AID 485290; also: nearly all actives have a fitted effect of over 40% in size
# Target sequence (Q9NUW8 whole entry, looked up): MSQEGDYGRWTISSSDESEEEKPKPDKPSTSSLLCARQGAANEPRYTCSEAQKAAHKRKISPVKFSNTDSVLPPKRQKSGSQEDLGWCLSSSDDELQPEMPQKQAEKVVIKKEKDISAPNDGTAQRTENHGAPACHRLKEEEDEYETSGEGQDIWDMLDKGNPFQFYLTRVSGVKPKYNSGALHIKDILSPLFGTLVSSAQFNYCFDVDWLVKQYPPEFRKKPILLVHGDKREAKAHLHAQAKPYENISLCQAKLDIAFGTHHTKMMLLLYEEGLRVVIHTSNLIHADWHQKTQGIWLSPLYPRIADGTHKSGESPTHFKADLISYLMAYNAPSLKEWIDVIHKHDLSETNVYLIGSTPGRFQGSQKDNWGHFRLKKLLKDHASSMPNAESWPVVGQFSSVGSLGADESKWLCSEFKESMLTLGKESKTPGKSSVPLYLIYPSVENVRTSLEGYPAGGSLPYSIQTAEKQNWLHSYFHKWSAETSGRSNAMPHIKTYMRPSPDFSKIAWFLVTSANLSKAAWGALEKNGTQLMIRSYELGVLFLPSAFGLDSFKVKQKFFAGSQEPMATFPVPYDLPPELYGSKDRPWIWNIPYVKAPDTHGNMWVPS
#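 Recombinant human Tdp1 (E. coli-expressed, 1 nM final) preincubated with compounds 15 min at room temperature, then 5'-biotin/3'-phosphotyrosine-FITC DNA substrate (15 nM final) added for 5 min. AlphaScreen beads (10 ug/ml final) added 10 min; cleavage lowers signal.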
# TDP1 cell CPT: DT40-hTDP1 cell growth loss with CPT; 420,000 tested, 12% active; chicken DT40 Tdp1-/-;hTDP1 cells + 20 nM CPT, ATP luminescence, 48 h; Potency, µM (top dose mostly 46.2 µM), without a hit: top-dose activity change, negative = growth inhibition, actives largely listed as inhibitors; also: nearly all actives have a fitted effect of over 55% in size
#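 Chicken DT40 Tdp1-/- cells complemented with human TDP1, 400 cells/well, exposed to compounds plus 20 nM camptothecin for at least 48 h at 37 C; viability read as ATP content by CellTiter-Glo luminescence.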
# TDP1 cell noCPT: qHTS for Inhibitors of human tyrosyl-DNA phosphodiesterase 1 (TDP1): qHTS in cells in absence of CPT; 420,000 tested, 15% active; DT40 Tdp1-/- hTDP1 cells, no CPT, ATP luminescence, 48 h; Potency, µM (highest dose often 46.2 µM), inactives show top-dose activity change, negative = growth inhibition, hits mostly inhibitors; also: nearly all actives have a fitted effect of over 55% in size
#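 Compound effects on proliferation are scored in DT40 Tdp1-/-;hTDP1 cells in the absence of CPT. ATP levels (CellTiter-Glo luminescence) are recorded after a ≥48 hr, 37 °C incubation.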
# An asterisk follows results filed as active; ? = inconclusive; · = not tested or not shown; [ ] = another dose, or the depositor's remark. Calls follow the shape of the dose curve; as a rule, active = well fitted curve in the direction sought with a large enough effect; inconclusive = small, poorly fitted or top-dose-only effect, or another doubt; inactive = no such curve, though single readings can be large; an effect the other way counts as inactive or inconclusive. % is scaled to controls: 0 for no effect and ±100 for the full control effect; potency is read from the fitted curve at half-maximal effect.
SMILES,TDP1 inh,TDP1 cell CPT,TDP1 cell noCPT
CCn1c(C)c(CCC(=O)O)c(=O)n2nc(-c3ccccc3OC)cc12,2%,-22%,-5%
O=Cc1cc(CCC(=O)O)ccc1O,·,-22%,?
Cc1ccnc2ccc(Br)cc12,·,-25%,-21%
COc1ccccc1N(C(=O)c1ccco1)C(C(=O)NC1CCCC1)c1cccs1 (configuration not stated),·,-8%,-28%
Cc1c(O)ccc(C(=O)CN2CCN(c3ccc(F)cc3)CC2)c1O,1%,?,16µM*
CC(C)S(=O)(=O)c1oc(-c2cccs2)nc1S(=O)(=O)c1ccc(F)cc1,7%,0.65µM*,0.46µM*
CCc1ccc(NC(=O)c2sccc2-n2cccc2)cc1,0%,2%,-14%
O=C(CNS(=O)(=O)c1ccc(F)cc1)Nc1ccccc1,1%,17%,17%
CCCOc1ccc(C(=O)NCC(c2ccc(OC)cc2)N2CCCCC2)cc1 (configuration not stated),2%,?,?
COc1ccc(C(NC(=O)C2CCN(CCCOc3ccccc3)CC2)c2ccccn2)cc1 (configuration not stated),·,-25%,-17%
CCOc1ccccc1N=Cc1c(O)n(C)c(=O)n(C)c1=O,·,2%,6%
Cc1nc2cc(C(=O)O)ccc2n1-c1ccc(F)cc1F,10%,1%,-8%
Cc1ccc(SCC(=O)NC2CCS(=O)(=O)C2)cc1C (configuration not stated),-4%,16%,-3%
Cc1ccc(NC(=O)CN2CCCN(Cc3ccccc3Cl)S2(=O)=O)c(C)c1,3%,?,?
CC(/C=C/c1ccco1)=N/NC(=O)Cc1cccs1,3%,7.1µM*,4µM*
CC(C)C[C@H]1CN=C(Nc2ccccc2)N1CCCCc1ccccc1,·,26µM*,?
CCC(CO)NC(=O)c1ccc(-c2nn(C)c(=O)c3ccccc23)cc1 (configuration not stated),4%,-11%,1%
COc1ccccc1NC(=O)Nc1ccnn1Cc1cccs1,5%,-16%,-14%
Cc1ccc(-n2c(-c3ccccc3)c[n+]3c2CCC3)cc1,2%,1µM*,0.65µM*
Cc1ccc(C2CC(c3ccccc3Cl)n3nc(N)nc3N2)cc1 (configuration not stated),5%,21µM*,?
CCOC(=O)C(CC)/C(C)=N/NC(=O)c1ccccc1[N+](=O)[O-] (configuration not stated),4%,-10%,-14%
CCOc1ccc(CCNC(=O)c2cccs2)cc1OCC,4%,-5%,?
O=C(c1ccco1)N(Cc1ccco1)Cc1cc2ccccc2[nH]c1=O,·,4%,2%
COc1ccc(CCC(=O)NCc2ccc3c(c2)CCN3C(=O)c2cccc(C)c2)cc1,-2%,5.8µM*,4.6µM*
CCN(CC(=O)Nc1ccc(NC(C)=O)cc1)C(=O)c1ccccc1CCc1ccccc1,-11%,?,?
O=C(CC1Oc2ccc(Cl)cc2NC1=O)NCc1ccccc1 (configuration not stated),0%,-14%,-3%
Cc1oc(-c2ccc(Cl)cc2)nc1CN1CCC(C(=O)N2CCc3ccccc3C2)CC1,5%,23µM*,18µM*
Cc1c(Cl)cccc1NC(=O)Nc1nnc(N(C)C2CCCCC2)s1,9%,15µM*,16µM*
CCn1cc(C(=O)N2CCN(Cc3ccc4c(c3)OCO4)CC2)c2cc(OC)c(OC)cc2c1=O,4%,-5%,-20%
O=C(Nc1ccc2c(c1)OCO2)c1cc(C2CCCCN2C(=O)CCc2ccccc2)on1 (configuration not stated),·,?,?
CCN1CCN(C(=O)c2ccc(Cn3c(=O)[nH]c4cc(OC)c(OC)cc4c3=O)cc2)CC1,2%,-19%,-21%
CC(=O)c1ccc(NC(=O)c2sc(-n3nc(C)c(Cc4ccccc4)c3C)nc2C)cc1,2%,23µM*,16µM*
Cc1cc(C(=O)N/N=C/c2c(C)nn(-c3ccccc3)c2Cl)n[nH]1,·,2%,?
CC1(C)OC2CC3C4CC=C5CC(O)CCC5(C)C4CCC3(C)C2(C(=O)CO)O1 (configuration not stated),·,-27%,?
CC(=O)Nc1ccc(NC(=O)CSc2nccn2Cc2ccccc2)cc1,3%,?,?
Cc1cccn2c(=O)c3cc(C(N)=S)c(=N)n(CCCOC(C)C)c3nc12,5%,?,?
CC(C)[C@@H](C(=O)N1CCN(C(=O)OC(C)(C)C)CC1)n1cc(CCO)nn1,1%,-2%,-4%
CC(C)C[C@H]1COc2cccc(N3CCSCC3)c2S(=O)(=O)N1,·,-24%,?
CCCCNC(=O)c1nc(C2CCN(S(=O)(=O)c3ccccc3C(F)(F)F)CC2)oc1-c1cccc(C(F)(F)F)c1,·,2%,-1%
COc1ccc(-c2oc3ccc(N4CCOCC4)cc3c2C#CCO)cc1,·,?,?

# Structures shown so far with fluorine, in the order listed:
SMILES,TDP1 inh,TDP1 cell CPT,TDP1 cell noCPT
Cc1c(O)ccc(C(=O)CN2CCN(c3ccc(F)cc3)CC2)c1O,1%,?,16µM*
CC(C)S(=O)(=O)c1oc(-c2cccs2)nc1S(=O)(=O)c1ccc(F)cc1,7%,0.65µM*,0.46µM*
O=C(CNS(=O)(=O)c1ccc(F)cc1)Nc1ccccc1,1%,17%,17%
Cc1nc2cc(C(=O)O)ccc2n1-c1ccc(F)cc1F,10%,1%,-8%
CCCCNC(=O)c1nc(C2CCN(S(=O)(=O)c3ccccc3C(F)(F)F)CC2)oc1-c1cccc(C(F)(F)F)c1,·,2%,-1%

# Additional compounds.
SMILES,TDP1 inh,TDP1 cell CPT,TDP1 cell noCPT
CC(C)CC1C(=O)N(Cc2cn(CCC3OCCCO3)nn2)CCS(=O)(=O)N1Cc1ccc(-c2ccncc2)cc1 (configuration not stated),·,16µM*,18µM*
CC1(C(=O)NS(=O)(=O)c2cccs2)CCN1C(=O)c1cccc(F)c1 (configuration not stated),·,-2%,6%
CC1(C(=O)NS(=O)(=O)Cc2cccc(Cl)c2)CCN1C(=O)C1(c2ccc(Cl)cc2)CC1 (configuration not stated),·,?,?
CCc1ccc(NC(=O)C(=O)c2ccccc2NC(C)=O)cc1,1%,-22%,?
O=C(NNc1nc2c(F)cc(F)cc2s1)C1=COCCO1,8%,-13%,13%
Cc1nc2ccccc2n1CCc1nc2c3ccccc3nc(SCC(=O)Nc3cccc(C(F)(F)F)c3)n2n1,-2%,?,?
COc1ccccc1C(=O)NC1CCN(C(=S)NCCc2ccccc2)CC1,6%,-4%,-28%
COc1ncnc2c1N[C@@](C)(O)c1c(F)c(F)c(F)c(F)c1S2,5%,?,?
CSc1ccccc1NC(=O)c1cccs1,1%,6%,-19%
O=[N+]([O-])c1ccc2nc(CCCO)[nH]c2c1,2%,3%,-14%
O=C(c1ccc[nH]c1=S)N1CCN(S(=O)(=O)c2ccc(Br)cc2Cl)CC1,0%,-1%,-9%
COc1cc(-c2cc3n(C)c(C)c(CCC(=O)NC4CCC(C)CC4)c(=O)n3n2)cc(OC)c1OC (configuration not stated),5%,15µM*,13µM*
Cc1nc2c(=O)n(C)c(=O)n(C)c2nc1Cl,3%,0.58µM*,1.2µM*
O=C(N/N=C\c1cc(Br)cs1)c1ccncc1,·,0%,?
CCCCn1c(N)c(N(CC(C)C)C(=O)CN(C)S(=O)(=O)c2ccc(NC(C)=O)cc2)c(=O)[nH]c1=O,-9%[0.505 µM],10%,0%
Cn1cnc2c(N/N=C/c3cccs3)ncnc21,-1%,?,?
CCCCn1c(N)c(N(CCC(C)C)C(=O)C2CC(=O)N(c3ccc4c(c3)OCCO4)C2)c(=O)[nH]c1=O (configuration not stated),3%,0%,-9%
COC(=O)C(CC(C)C)NC(=O)c1ccc([N+](=O)[O-])c(C)c1 (configuration not stated),2%,6%,3%
CCOC(=O)c1ccc(NC(=O)CN2CCN(C(=O)c3ccco3)CC2)cc1,7%,-7%,-3%
COc1ccc(OC)c(S(=O)(=O)N2CCCC(C(=O)N3CCOCC3)C2)c1 (configuration not stated),3%,4%,3%
Cn1cc(S(=O)(=O)N2CCCC2)cc1C(=O)O,·,-3%,3%
Cc1cc(C)c2nc(N3CCN(C(=O)c4cccs4)CC3)sc2c1,·,8%,?
Cc1cccc(Nc2ccc(NCc3ccccc3)nn2)c1,4%,?,-14%
O=C(NCc1ccc(F)cc1)c1cc(C2CCCCN2C(=O)C2CCCCC2)on1 (configuration not stated),·,18µM*,23µM*
O=C1NC[C@@H](CCCCN2C[C@H](Cc3ccc(O)cc3)N(CCC3CCCCC3)C(=O)C2=O)N(CCC2CCCCC2)C1=O,·,10%,-19%
CC1CC(O)(CC(O)(c2ccccc2)c2ccccc2)C(C)CN1C (configuration not stated),·,-1%,24%
COc1ccc(-c2ccc(/C=N/N3C(=O)C4C5C=CC(C6CC56)C4C3=O)o2)c([N+](=O)[O-])c1 (configuration not stated),7%,?,23µM*
CCOC(=O)C1CCN(C(=O)c2[nH]c(C(F)(F)F)nc2-c2ccccc2)CC1,·,-2%,4%
COc1ccc(OC)c(N2C(=O)CC(NNC(=O)c3ccc4c(c3)OCO4)C2=O)c1 (configuration not stated),0%,11%,-2%
C[C@@H](NC(=O)c1nc[nH]c1C(=O)OCc1ccccc1)c1ccccc1,0%,?,?
CCOc1ccc2nc(NS(=O)(=O)Cc3ccccc3)sc2c1,2%,3.3µM*,4.6µM*
Cc1c(C(=O)O)oc2c3c(ccc12)OCCO3,6%,-13%,-25%
CN1CCN(C(=O)CN(C)S(=O)(=O)c2cc(Cl)ccc2Cl)CC1,·,-5%,-7%
CN1CCCC(CC2c3ccccc3Sc3ccccc32)C1 (configuration not stated),·,?,8.1µM*
COc1ccc(-c2cc3ccc(O)c(CN4CCCC4)c3oc2=O)cc1OC,5%,?,?
CC(C)c1ccc(NNC(=O)C2CCC2)cc1,9%,9.2µM*,16µM*
O=C(O)CCC(=O)NNc1nc(-c2ccccc2)c2cc(Cl)ccc2n1,·,5%,1%
COc1ccc(-n2cc(-c3ccccc3)nc2SCC(=O)Nc2ccccc2C)cc1,5%,?,?
O=C(COC(=O)c1ccc(Cl)cc1O)NCCN1C(=O)CSC1=O,·,-7%,-8%
O=C(Cc1ccc([N+](=O)[O-])cc1)OCc1ccc([N+](=O)[O-])cc1,7%,9%,-15%
O=S(=O)(N/N=C/c1ccc2c(c1)OCCO2)c1ccc(Cl)cc1,2%,-21%,-10%
Cc1ccc(-n2nnc(-c3cccnc3Cl)n2)cc1,8%,-28%,-23%
CCCS(=O)(=O)N1CCN(C(=O)COc2ccc(-c3ccccc3)cc2)CC1,-1%,-30%,?
CCc1ccccc1NC(=O)C1CCN(C(=O)c2cccs2)CC1,10%,10%,-9%
Cc1ccc(NS(=O)(=O)c2ccc(NS(=O)(=O)c3cccs3)cc2)cc1,5%,13%,3%
Cc1cn2c(=O)cc(COC(=O)c3cccc(NC(=O)C(C)Oc4ccccc4)c3)nc2s1 (configuration not stated),6%,-7%,-20%
CCc1sc(C(=O)NC(C)C2CCCO2)cc1Br (configuration not stated),0%,-2%,8%
O=C(Cc1ccccc1)Nc1ccc(NC(=O)c2ccco2)nc1,-2%,-1%,5%
Cc1ccc(Oc2ncccc2C(=O)NCC(=O)O)cc1,0%,4%,-4%
CC(C)CN(C(=O)COC(=O)c1ccc(-c2ccccc2)cc1)C1CCS(=O)(=O)C1 (configuration not stated),-1%,-7%,-11%
CC1(C)c2ssc(=S)c2-c2ccccc2N1C(=O)c1ccco1,5%,?,?
COC(=O)c1c(NC(=O)C2CCCCC2)sc2c1CCN(C(C)C)C2,·,?,?
O=C(CSc1nc2ccccc2[nH]1)Nc1ccc(F)c(F)c1,3%,-24%,-19%
FC(F)(F)C(F)(F)C(F)(F)c1nc2ccccc2[nH]1,·,-24%,-5%

# Entries of single compounds as entered above:
# Record of CC(C)CC1C(=O)N(Cc2cn(CCC3OCCCO3)nn2)CCS(=O)(=O)N1Cc1ccc(-c2ccncc2)cc1 (configuration not stated) : TDP1 inh = ·; TDP1 cell CPT = 16µM*; TDP1 cell noCPT = 18µM*
# Record of CCOc1ccccc1N=Cc1c(O)n(C)c(=O)n(C)c1=O : TDP1 inh = ·; TDP1 cell CPT = 2%; TDP1 cell noCPT = 6%
# Record of COc1ccccc1N(C(=O)c1ccco1)C(C(=O)NC1CCCC1)c1cccs1 (configuration not stated) : TDP1 inh = ·; TDP1 cell CPT = -8%; TDP1 cell noCPT = -28%
